RGS12 GoLoco inh: qHTS Assay for Inhibitors of RGS12 GoLoco Motif Activity (Red Fluorophore) | Guanine nucleotide-binding protein G(i) subunit alpha-1 (Homo sapiens), P63096 | Gai1:RGS12 GoLoco peptide FP, rhodamine, 10 min | Potency, µM (top dose mostly 61.6 µM), for inactives: at the top dose activity, negative = inhibition, actives largely listed as inhibitors | 230,000 tested, 0.44% active | AID 880, 2007; active means well fitted inhibition curve with a large enough effect, not every such curve was filed as active; inactive means no such curve, though single readings can be large or run the other way; further: on the % scale 0 is the no-effect control and ±100 the full control effect; nearly all actives have a fitted effect of over 30% in size; many of its hits are not listed in these tables
NPSR antag: qHTS Assay for Antagonists of the Neuropeptide S Receptor: cAMP Signal Transduction; Q6W5P4; CHO-NPSR cells, cAMP TR-FRET, antagonist mode; Potency, µM (titrated, usually from 38.3 µM), without a hit: at the top dose activity change, negative = inhibition, hits mostly inhibitors; 220,000 tested, 1% active; AID 1461, 2008; further: on the % scale 0 is the no-effect control and ±100 the full control effect; nearly all actives have a fitted effect of over 50% in size; many of its hits are not listed in these tables
Target sequence (Q6W5P4 whole entry, looked up): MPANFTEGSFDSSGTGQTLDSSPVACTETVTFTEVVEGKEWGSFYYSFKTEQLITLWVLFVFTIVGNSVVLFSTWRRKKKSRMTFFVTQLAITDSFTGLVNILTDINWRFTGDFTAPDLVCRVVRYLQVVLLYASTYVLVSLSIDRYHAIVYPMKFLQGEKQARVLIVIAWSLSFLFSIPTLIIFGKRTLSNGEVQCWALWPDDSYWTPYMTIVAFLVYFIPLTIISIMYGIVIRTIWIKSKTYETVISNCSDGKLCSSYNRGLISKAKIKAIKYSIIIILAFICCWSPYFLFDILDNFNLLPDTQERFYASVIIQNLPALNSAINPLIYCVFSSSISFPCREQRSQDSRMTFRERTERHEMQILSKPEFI
Luc counter: Counterscreen for Luciferase (Kinase-Glo TM) Inhibition. AID 1379, 2008. Potency, µM (top dose mostly 38.3 µM), inactives show at the highest dose activity change, negative = inhibition, usual class: inhibitors. Luciferin 4-monooxygenase (Photuris pensylvanica), Q27757. 200,000 tested, 0.28% active. Kinase-Glo luciferase, ATP luminescence, 8 min; further: on the % scale 0 is the no-effect control and ±100 the full control effect; nearly all actives have a fitted effect of over 60% in size
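Recombinant Kinase-Glo luciferase, 10 uM ATP (linear range), luciferin; imidazole pH 7.2 / KCl / MgCl2 / Tween / BSA buffer; 8 min RT; luminescence.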
IMPase Li cell: qHTS Assay for Identifying the Cell-Membrane Permeable IMPase Inhibitors: Potentiation with Lithium. CHO-M1 cells, IP1 TR-FRET (IP-One), carbachol + lithium. 210,000 tested, 0.35% active. AID 1457, 2008. Potency, µM (highest dose often 59.4 µM), without a hit: top-dose activity, negative = IMPase inhibition, usual class: inhibitors;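 further: IP1 builds up when IMPase is blocked and the TR-FRET signal falls; plate controls were basal vehicle for no effect and high inhibitor control for full effect; nearly all actives have a fitted effect of over 50% in size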
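CHO cells stably expressing M1 receptor (2000/well) were cultured 16–30 h, then exposed to compounds with a small lithium addition for 30 min at 37C. IP1 was measured by TR-FRET competition; AC50 from Hill fits.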
SMN2 splice enh: qHTS Assay for Enhancers of SMN2 Splice Variant Expression; Potency, µM (titrated, usually from 46.1 µM), for inactives: at the top dose activity change, positive = activation, actives largely listed as activators; HEK293 SMN2-luciferase splicing reporter, luminescence, 30-36 h; 210,000 tested, 2.8% active; further: % of control where 0% means no effect; nearly all actives have a fitted effect of over 55% in size
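qHTS luciferase splicing reporter: luminescence rises when SMN2 exon 7 is included in transfected HEK293 cells. Compound exposure lasted 30-36 h at 37C, with 4.5 mM final sodium butyrate as control, followed by a ONE-Glo read.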
JMJD2E inh: qHTS Assay for Inhibitors of Human Jumonji Domain Containing 2E (JMJD2E); Lysine-specific demethylase 4E (Homo sapiens), B2RXH2; JMJD2E catalytic domain, FDH-coupled NADH fluorescence (FDH is formaldehyde dehydrogenase); Potency, µM (series often up to 57.1 µM), for inactives: at the highest dose activity change, negative = inhibition, most hits filed as inhibitors; 230,000 tested, 1.6% active; AID 2147, 2009; active means well fitted inhibition curve with a large enough effect, not every such curve was filed as active; inconclusive means small, poorly fitted or top-dose-only effect, or another doubt; inactive means no such curve, though single readings can be large or run the other way;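 further: 0% = wells with enzyme and -100% = buffer wells without enzyme; nearly all actives have a fitted effect of over 50% in size; many of its hits are not listed in these tables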
Epigenetic reg: Quantitative High-Throughput Screen for Regulators of Epigenetic Control; 280,000 tested, 0.2% active; murine LDR cells, GFP reporter derepression, 30 h; Potency, µM (titrated, usually from 53.9 µM), inactives show top-dose GFP activation, most hits filed as activators; further: % of control where 0% means no effect; nearly all actives have a fitted effect of over 60% in size
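Derepression of a silenced CMV-GFP reporter in murine LDR cells is scored by enumerating GFP-positive cells with a laser-scanning microplate cytometer after 30 hours of treatment at 37 C.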
RECQ1 helicase: qHTS Assay for Inhibitors of RecQ-Like Dna Helicase 1 (RECQ1); Potency, µM (top dose mostly 57.3 µM), inactives show at the highest dose activity, negative = inhibition, most hits filed as inhibitors; 240,000 tested, 0.54% active; AID 2549, 2010; RECQ1 DNA unwinding, red fluorescence kinetic read;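 further: plate controls were vehicle for no effect and no enzyme for full effect; nearly all actives have a fitted effect of over 30% in size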
Target sequence (P46063 whole entry, looked up): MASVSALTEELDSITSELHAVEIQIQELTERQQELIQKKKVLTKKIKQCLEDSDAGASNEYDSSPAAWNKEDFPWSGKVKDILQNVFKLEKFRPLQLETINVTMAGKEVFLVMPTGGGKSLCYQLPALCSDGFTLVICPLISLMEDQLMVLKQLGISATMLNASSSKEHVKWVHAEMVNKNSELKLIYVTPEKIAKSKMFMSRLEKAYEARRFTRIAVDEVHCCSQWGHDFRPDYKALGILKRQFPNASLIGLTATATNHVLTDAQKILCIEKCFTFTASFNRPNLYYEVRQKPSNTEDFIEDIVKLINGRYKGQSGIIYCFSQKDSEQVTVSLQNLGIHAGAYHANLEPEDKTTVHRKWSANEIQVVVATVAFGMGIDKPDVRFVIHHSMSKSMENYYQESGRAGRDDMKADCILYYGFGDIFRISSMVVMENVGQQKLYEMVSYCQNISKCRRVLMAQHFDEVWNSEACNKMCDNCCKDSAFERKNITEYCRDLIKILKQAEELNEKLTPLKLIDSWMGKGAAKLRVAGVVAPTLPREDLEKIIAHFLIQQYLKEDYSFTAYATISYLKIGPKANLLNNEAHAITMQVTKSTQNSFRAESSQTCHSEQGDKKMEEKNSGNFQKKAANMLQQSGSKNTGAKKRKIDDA
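RECQ1T1 50 nM; forked duplex (20 bp + 30-nt ss tails) 200 nM, ATP 2 mM final; pH 8.0, 2 mM MgCl2, 2.5 ug/ml poly(dI-dC); 15 min compound preincubation; discontinuous kinetic read over 2 h at RT.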
Starred values were filed as active, the others as inactive; i = inactive; ? = inconclusive; · = not tested or not shown; & = joins results of further samples; [ ] = remark or other dose. Unless noted, the call rests on the fitted dose curve; in most records, active means well fitted curve in the direction sought with a large enough effect; inconclusive means small, poorly fitted or top-dose-only effect, or another doubt; inactive means no such curve, though single readings can be large; an effect the other way counts as inactive or inconclusive. Potency means the concentration at half of the fitted maximal effect. This is a subset; the hit share may differ from the screen's.

SMILES | RGS12 GoLoco inh | NPSR antag | Luc counter | IMPase Li cell | SMN2 splice enh | JMJD2E inh | Epigenetic reg | RECQ1 helicase
CCCn1nnc(NC(=O)/C=C/c2ccc(C(C)C)cc2)n1 | -4% | -21% | · | · | · | 16% | 3.1% | -2%
CCC1NC(=S)N(C2CCCCC2)C1=O (stereo not given) | -9% | -5%[46.1 µM] | -7% | 2%[38.3 µM] | 22% | -11% | 0.5% | 8%
O=C(c1ccccc1)N1CCCCC(Cl)C1=O (stereo not given) | 9% | 13% | 3% | -2% | 15% | -14% | 2.9% | -5%
CCCNC(=O)C12CCC(C)(c3nc4cc(C)c(C)cc4nc31)C2(C)C (stereo not given) | 4% | -35% | 0% | 3% | -1% | -3% | -0.1% | -2%
Cc1ccc(-n2c(C)cc3c2CCCC3=O)cc1 | 3% | 1%[46.1 µM] | -2% | 36%[activator][38.3 µM] | -38%[inhibitor] | -2% | 0.0% | -6%
CC(C)Cc1nnc(NC(=O)CCC(=O)N2CCOCC2)s1 | 1% | -3%[46.1 µM] | 1% | -14%[38.3 µM] | 4% | -2% | -1.0% | -3%
COc1ccc(NS(=O)(=O)c2ccc3oc(=S)[nH]c3c2)cc1 | 0% | -10% | · | · | · | -14% | 7.3% | -4%
COC(=O)CCCC1=CC2=CC(=O)C(C)(OC(=O)c3cccs3)C(=O)C2=CN1c1cccc(C#N)c1 (stereo not given) | -7%[14.2 µM] | 4% | 0%[7.66 µM] | -6% | -4%[9.22 µM] | ? | -1.1% | 4%
COc1ccc(S(=O)(=O)N2CCN(CC(=O)Nc3cc(C(F)(F)F)ccc3Cl)CC2)cc1 | 3% | ? | -2% | 9%[38.3 µM] | -35%[inhibitor] | 2% | -1.1% | i
CC(=O)NC1(C(F)(F)F)N=C2SCCN2C1=O (stereo not given) | -1% | -1%[46.1 µM] | 5% | -3%[38.3 µM] | -30% | -2% | -5.2% | -4%
N#C/C(=C(/O)c1cccs1)c1nc2ccccc2[nH]1 | 30% | 12% | · | · | · | -6% | -1.6% | -4%
CCOC(=O)c1nnn(-c2nonc2N)c1COc1cc(C)c(Cl)c(C)c1 | 7% | ? | 0% | 2% | -13% | -6% | 0.6% | -19%
CC(=O)c1cc(-c2ccccc2)n(CC(=O)NC2CCCCC2)c1C | 3% | -3% | 3% | 1% | -5% | -9% | -0.8%&-1.1% | i
Cn1c(Cn2nnc3ccccc32)nnc1SCC(=O)N1c2ccccc2Sc2ccccc21 | -5% | -23%[46.1 µM] | -2% | 9%[38.3 µM] | -18% | -1% | -1.5% | i
Cc1cccc(NC(=O)c2ccc(OCC(=O)NCc3ccccc3)cc2)c1C | -1% | -13%[46.1 µM] | -3% | 1%[38.3 µM] | 0% | 12% | 1.9% | i
O=C(NCC1CCCO1)c1cc2c(s1)CS(=O)(=O)C2 (stereo not given) | 4% | -25%[46.1 µM] | 1% | 16%[38.3 µM] | 6% | -9% | -1.1% | 14%
O=C(Oc1ccccc1)N1CCC[C@@]2(CCN(c3ncccn3)C2)C1 | -4% | · | -1% | 7% | -12% | · | · | -5%
CN(C)C(=S)SCC(=O)NC(=O)NC(C)(C)C | 4% | 2% | 3% | -6% | 8% | -7% | -5.3% | -7%
[C-]#[N+]c1cc(-c2ccncc2)c(C)[nH]c1=O | 1% | · | · | -11% | 7% | · | 0.0% | i
CSc1nc(SC)c2c3c(oc2n1)COC(C)(C)C3 | 5% | -23%[46.1 µM] | 1% | 7%[38.3 µM] | -2% | ? | -1.0% | -7%
CC1CCCCC1NC(=O)c1cncc(Br)c1 (stereo not given) | 2% | -6%[46.1 µM] | -4% | 0%[38.3 µM] | -11% | -5% | 0.0% | -2%
CCc1ccccc1NC(=O)CSc1nc2n[nH]c(C)c2c(=N)n1-c1ccc(OC)cc1 | 2% | -6%[46.1 µM] | 0% | 6% | 3% | -4% | -1.0% | 0%
Cc1ccc(/C=C/C(=O)NCCCN2CCN(CCCNC(=O)/C=C/c3ccc(C)o3)CC2)o1 | 11% | -2% | 11% | 17% | -8% | -15% | -1.2% | -9%
COC(=O)CSc1nc(NCc2ccccc2)nc(N(C)C)n1 | -7% | -10% | 0% | -6% | ? | 3% | 0.0% | -5%
COc1ccc(Cl)cc1NC(=S)N1CCN(C(=O)c2ccco2)CC1 | 6% | -9%[46.1 µM] | -3% | -13%[38.3 µM] | -25% | 10% | -1.2% | -1%
CCCNC(=O)COC(=O)c1ccc(S(=O)(=O)N2CCCC2)cc1 | -1% | 9% | 3% | 7% | 13% | -1% | -0.4% | -4%
O=C(c1ccc([N+](=O)[O-])cc1)N1CCOC12CCN(c1ncc(C(F)(F)F)cc1Cl)CC2 | 1% | -10%[46.1 µM] | 0% | -8%[38.3 µM] | 13% | -2% | -0.7% | 9%
O=C(NC1CCN(Cc2ccccc2)C1)c1cc(COc2ccc(F)cc2F)on1 (stereo not given) | 11% | 8% | · | · | · | -14% | 0.5% | i
Cc1ccc(-c2csc3nc(C)n(N)c(=O)c23)o1 | 3% | -2%[46.1 µM] | -7% | 31%[38.3 µM] | 4% | -7% | 0.1% | ?
O=C(Nc1cc(Sc2nc3ccccc3s2)cc([N+](=O)[O-])c1)c1ccccc1F | 7% | -23%[46.1 µM] | -4% | 6%[38.3 µM] | -34%[inhibitor] | -2% | 1.1% | 0%
COC(=O)/C(=C/c1ccc(OC)cc1)NC(=O)c1ccco1 | -1% | 14% | 3% | -7% | -6% | 3% | 1.0% | -5%
COC(=O)C1CCN(Cc2cn(Cc3ccccc3)nc2-c2cc3ccccc3o2)CC1 | 44%[activator] | 44% | 6% | 27% | · | -28% | -1.1% | i
CC(C)CCSc1nc2[nH]ncc2c(=O)[nH]1 | 11% | -5% | 0% | -10% | 1% | -1% | ? | -1%
COc1cccc(C(c2sc3ncnn3c2O)N2CCN(C(=O)c3ccco3)CC2)c1 (stereo not given) | 0% | 4%[46.1 µM] | -1% | -5% | 24% | 0% | -1.0% | i
O=C(O)c1cc(C(=O)C2CC2)c[nH]1 | 1% | 15% | 0% | -1% | 10% | -4% | -5.3% | -6%
CN(Cc1ccccc1Cl)C(=O)c1cnccc1C(F)(F)F | 10% | 2% | · | · | · | -4% | -2.0% | -3%
O=C(CN1CCOCC1)N1N=C(c2cccs2)CC1c1cccs1 (stereo not given) | 15% | 4% | 0% | 10% | -7% | ? | 0.9% | i
COc1ccc(-c2noc(CN3CCC(Cc4ccccc4)CC3)n2)cc1 | -4% | 11%[7.67 µM] | -1% | 16%[38.3 µM] | -10% | 5% | 1.3% | i
COc1ccc(N2CCCn3c2nc2c3c(=O)n(Cc3ccccc3F)c(=O)n2C)cc1 | 4% | -10%[46.1 µM] | 9% | -13%[38.3 µM] | -14% | 3% | 2.0% | -8%
O=c1c2c(-c3ccc([N+](=O)[O-])cc3)csc2nc2n1CCC2 | -24% | 28%[46.1 µM] | -4% | 24% | -61%[inhibitor] | 3% | 3.5% | -3%
CC(C)c1ccc(NC(=O)Cc2cn(C)c3ccccc23)cc1 | 4% | -4% | -2% | -5% | -13% | -4% | -0.9% | -1%
O=C(CN1CCOCC1)Nc1nc2ccc(F)cc2s1 | 11% | 3%[46.1 µM] | 3% | 15%[38.3 µM] | 4% | -3% | 1.8% | -17%
CC(=O)Nc1ccccc1Oc1ccccc1 | 5% | 20% | 0% | 10% | 12% | 6% | -3.2% | -10%
Cc1cccc(NC(=O)COC(=O)Cc2c[nH]c3ccccc23)c1C | -6% | 15% | -1% | 8% | 1% | 2% | 0.0% | 2%
Cc1ccc(N=Cc2ccc[nH]2)c(O)c1 | 5% | -18%[46.1 µM] | -3% | 29%[38.3 µM] | -4% | ? | 0.0% | -4%
COC(=O)c1c(C)oc(C)c1S(=O)(=O)NC(C)(C)C | 3% | -14% | · | · | · | 2% | -0.3% | 2%
COc1ccc(C)cc1S(=O)(=O)Nc1ccc(F)cc1 | 9% | -10%[46.1 µM] | 1% | 22%[38.3 µM] | 23% | 5% | 5.2% | -10%
CCCc1c(O)nc(SCCN(CC)CC)[nH]c1=O | 2% | -6%[46.1 µM] | -5% | 25%[38.3 µM] | ? | 3% | -0.2% | -6%
COc1cc(C(=S)N2CCOCC2)cc(OC)c1OC(=O)Cc1ccc(F)cc1 | 3% | 2% | -2% | -1% | 1% | 5% | 2.6% | -3%
CCO[C@@H]1OC(C(=O)N2CCN(Cc3ccc4c(c3)OCO4)CC2)=C[C@H](c2coc3ccccc3c2=O)[C@H]1CCCO | 0% | 51% | · | -2% | · | 5% | -0.8% | -3%
(next part)
SMILES | RGS12 GoLoco inh | NPSR antag | Luc counter | IMPase Li cell | SMN2 splice enh | JMJD2E inh | Epigenetic reg | RECQ1 helicase
CN1CCN(S(=O)(=O)c2cccc(C(=O)Nc3sc4c(c3C(N)=O)CCCC4)c2)CC1 | 0% | -14%[46.1 µM] | -1% | 1%[38.3 µM] | -14% | -8% | 3.5% | i
COc1ccc(CCn2c(N)c(C#N)c3nc4ccccc4nc32)cc1OC | 16% | 9%[46.1 µM] | 0% | 3%[38.3 µM] | 24% | ? | 3.2% | 14%
C=CCc1c(C)nc(-c2ccccc2)nc1Nc1ccc(O)cc1 | 0% | -12% | 0% | 2% | -30%[inhibitor] | 11% | -3.2% | -2%
CCN(CC)CCNC(=O)c1cccc(NC(=O)C(=O)c2cc(Br)ccc2NC(C)=O)c1 | 6% | -1% | 8% | -1% | -10% | 2% | 0.9% | -9%
Cc1ccc(NC(=O)CCN2CCc3ccccc3C2)cc1 | -9% | -12%[46.1 µM] | 0% | 9% | 8% | -2% | 0.9% | -4%
CC12CCCc3c(O)cc(=O)n(c31)-c1ccccc12 (stereo not given) | 1% | 10% | -1% | -19% | -11% | 7% | -3.8% | 1%
CCCS(=O)(=O)N1CCN(C(=O)c2cccc(OC)c2)CC1 | 2% | 4%[46.1 µM] | -2% | -5%[38.3 µM] | -7% | 0% | -0.2% | -3%

From PubChem BioAssay
